Bioassay records as filed in PubChem BioAssay.
Cardiac RTF inh – cardiac RTF calcium desensitization; AID 493244; inhibition, % at 7.15 µM; IANBD-labeled cardiac RTF, Ca2+ fluorescence; hit rate 0.12% among 340,000; P19429+P45379;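 active = inhibition above the mean inhibition of all tested compounds plus 3 SD, cut at about 17% in these data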;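 note: assay run at fixed EC70 calcium of 1.6 mM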
Keap1-Nrf2 PPI – disrupts human Keap1 binding to Nrf2 peptide. hit rate 0.15% among 340,000. AID 504523. inhibition, % at 9.4 µM. Keap1 Kelch-Nrf2 peptide fluorescence polarization, 1536-well; in the data active = inhibition above about 12%;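 note: human Keap1 Kelch domain with fluorescein labeled Nrf2 9mer peptide probe; 0% = neutral control wells and 100% = peptide positive control; higher means more block of Keap1 binding to Nrf2 peptide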
V-ATPase pH – yeast V-ATPase proton transport regulation by pHLuorin. hit rate 0.37% among 350,000. response, % at 10 µM. AID 504577. S. cerevisiae, pHLuorin cytosolic pH fluorescence; in the data active = response mostly above about 7.3%, no sharp cut-off; inactive = mostly below about 5.4%; note: actives read high; inactives centre near 0; some compounds called inactive have numbers as strong as hits; reference of the scale not given here
MOR-DOR inv ag – mu-delta opioid heterodimer inverse agonism; P35372+P41143; cell-based MOR-DOR heterodimer luminescence; inhibition, % at 9.3 µM; hit rate 0.21% among 340,000; in the data active = inhibition above about 22%, passing the limit was not always enough;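 note: 0% = cells with DMSO and 100% = wells without cells with DMSO; values of inactives mirror those of a sister screen read the other way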
Target sequence (P35372 whole entry, looked up): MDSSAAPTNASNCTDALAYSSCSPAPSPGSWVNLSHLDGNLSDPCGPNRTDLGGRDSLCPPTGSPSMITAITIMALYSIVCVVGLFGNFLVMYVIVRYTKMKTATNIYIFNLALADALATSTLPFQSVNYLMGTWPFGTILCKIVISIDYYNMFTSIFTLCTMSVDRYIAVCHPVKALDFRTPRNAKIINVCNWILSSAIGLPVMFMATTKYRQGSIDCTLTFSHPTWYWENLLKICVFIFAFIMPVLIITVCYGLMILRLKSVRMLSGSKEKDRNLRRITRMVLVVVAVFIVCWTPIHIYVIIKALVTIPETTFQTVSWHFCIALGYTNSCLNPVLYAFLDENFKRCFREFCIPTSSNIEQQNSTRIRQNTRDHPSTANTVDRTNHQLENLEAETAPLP
Target sequence (P41143 whole entry, looked up): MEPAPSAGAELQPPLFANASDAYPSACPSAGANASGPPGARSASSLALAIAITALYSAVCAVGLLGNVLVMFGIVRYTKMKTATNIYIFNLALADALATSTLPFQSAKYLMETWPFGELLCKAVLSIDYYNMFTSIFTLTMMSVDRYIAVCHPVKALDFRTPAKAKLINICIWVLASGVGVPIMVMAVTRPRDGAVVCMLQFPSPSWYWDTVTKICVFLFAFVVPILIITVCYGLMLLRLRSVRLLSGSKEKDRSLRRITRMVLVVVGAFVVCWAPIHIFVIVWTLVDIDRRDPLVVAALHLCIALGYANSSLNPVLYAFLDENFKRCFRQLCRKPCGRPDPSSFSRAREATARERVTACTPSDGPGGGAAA
Arr AP2 block – inhibitors of human beta-arrestin and AP2 interaction; FITC-arrestin peptide / GST-AP2 beads, flow cytometry; AP2 beta2 appendage carries R879A mutation; inhibition, % at 10 µM; hit rate 0.31% among 340,000;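 active = inhibition above a set limit, near 3 SD of compounds lacking own fluorescence, cut at about 54% in these data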;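 note: plate controls were DMSO wells for no effect and 5 µM unlabelled arrestin peptide for full effect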
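System: GST-AP2 R879A bound to glutathione beads, E. coli-expressed. Also added: 50 nM FITC-arrestin peptide. Schedule: compound with beads 12 min RT, then probe 1 h RT. Signal: bead flow cytometry, FITC channel. Read-out basis: percent response.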
RTF Ca sens act – increases calcium sensitivity of human cardiac regulated thin filaments; IANBD-labeled TnC RTF fluorescence at EC20 calcium; 0% EC20 calcium, 100% full calcium; hit rate 0.24% among 340,000; activation, % at 7.2 µM;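 active = activation above the mean over all tested compounds plus 3 SD, cut at about 30% in these data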;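 note: rise in fluorescence read as greater calcium sensitivity of cardiac thin filaments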
C-LANA FP – inhibitors of KSHV LANA C-terminal domain DNA binding; MBP-C-LANA/FAM-LBS DNA binding, fluorescence polarization; inhibition, % at 9 µM; hit rate 0.078% among 340,000; AID 504423;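 active = highest replicate inhibition at or above 60% at 9 µM, even if other replicates fall short; inactive = all replicates below 60% inhibition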;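 note: 0% = neutral control wells and 100% = 4 µM acridine orange control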
DSG3 Ab inh – human desmoglein-3 autoantibody binding inhibition; P32926; DSG3-coupled beads, scFv-anti-DSG3-GFP binding, flow cytometry; active compounds read low; binding (percent of control), % at 10 µM; hit rate 0.48% among 310,000;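 active = binding more than 3 SD below its plate's average and above zero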;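 note: hits lower antibody fragment binding to DSG3; some compounds called inactive have numbers as strong as hits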
Wnt bcat act – activates Wnt/beta-catenin signaling in a reporter cell assay | activation, % at 9.35 µM | hit rate 1.2% among 300,000 | AID 743398 | activator, plate reader; in the data active = activation above about 30%, passing the limit was not always enough;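 note: 0% = neutral control wells and 100% = positive control wells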
MOR-DOR ag – agonists of human mu-delta opioid receptor heterodimerization; P35372+P41143; cells, OPRM1-OPRD1 heterodimerization, luminescence; activation, % at 9.3 µM; hit rate 0.3% among 340,000; AID 504326; in the data active = activation above about 18%;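 note: 0% = vehicle-treated cells and 100% = reference agonist; values of inactives mirror those of a sister screen read the other way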
* marks the source's active call; other numbers are inactive results; nt = not tested or not shown; & = joins results of further samples.

Molecule,Keap1-Nrf2 PPI,MOR-DOR inv ag,Arr AP2 block,C-LANA FP,Cardiac RTF inh,RTF Ca sens act,Wnt bcat act,DSG3 Ab inh,V-ATPase pH,MOR-DOR ag
Cc1scc(C(=O)N/N=C/c2ccco2)c1C,0.9,13.2,1.3,0.1,-9.4,3.1,nt,108.1,1.0,-2.5
O=C(c1ccc(COc2c(F)c(F)c(F)c(F)c2F)o1)N1CCN(Cc2ccc3c(c2)OCO3)CC1,2.9,3.8,47.0,-0.7,-7.7,-6.3,nt,nt,0.0,-0.6
COc1ccccc1/C=C/C(=O)/C=C/c1ccccc1O,-6.5,6.2,-5.7,2.5,-3.8,-4.1,-17.8,102.1,2.5,-1.3
O=C(NCC1CC1)c1onc(CSc2ccc(F)c(F)c2)c1C(=O)NCC1CC1,2.9,-27.1,6.4,0.2,-18.0,-4.4,-2.0,113.5,-2.5,4.8
CC(=O)Nc1ccc(S(=O)(=O)N2CCSC2c2ccc(C)cc2)cc1 (centres undefined),-5.2,10.4,-8.1,-2.8,-6.0,9.2,0.0,100.2,7.8,-1.8
O=C(c1ccc(O)c(Cl)c1)N1CCN(S(=O)(=O)c2ccccc2)CC1,1.3,12.2,-9.5,-0.5,-1.8,-2.0,-4.0,98.0,1.7,-1.8
CCCn1c(CCc2ccccc2)nnc1SCC(=O)N1CCCC1,-3.4,11.2,-5.5,-1.0,-2.6,1.9,1.2,109.3,-0.1,-2.2
Cc1ccc(NC(=O)c2cc(-c3ccc(C)o3)nc3ccccc23)cc1,-2.1,14.9,19.9,0.6,-2.8,4.8,1.8,101.3,1.2,-2.6
O=C(O)c1ccc(-n2cccc2/C=C2/NC(=O)N(c3cccc(Cl)c3)C2=O)cc1,-1.5,2.6,-4.2,52.1,-1.5,-5.2,-1.5,87.6,7.1,-0.5
Cc1noc(NS(=O)(=O)c2ccc(NC(=O)CSc3nc4c(cc3C#N)CCCC4)cc2)c1C,-2.4,3.5,-1.5,-0.5,-3.6,1.8,-4.4,101.7,2.8,-0.7
CCOC(=O)c1ccc(NC(=O)C(CC)CC)cc1,-0.4,9.8,28.8,-0.2,2.0,-2.5,18.0,98.2,-5.1,-1.6
Cc1sc2ncnc(NCC3COc4ccccc4O3)c2c1C (centres undefined),-5.0,-3.8,22.7,-1.2,-3.0,-1.3,nt,104.6,-1.4,0.7
O=C(O)c1ccc(Cl)c(NC(=S)NC(=O)c2cccc(COc3ccccc3)c2)c1,-0.8,11.4,-10.2,1.5,0.5,5.2,5.3,nt,2.1,-2.0
C[C@]12CCC(=O)C=C1CC[C@@H]1[C@@H]2[C@@H](O)C[C@@]2(C)[C@H]1CC[C@]2(O)C(=O)COC(=O)CCC(=O)O,-1.8&-3.5,7.4&16.6,1.5&-0.3,0.0&0.0,7.3&0.2,5.4&8.9,0.6,99.9&108.0,-2.9&2.7,-1.3&-3.1
Cc1ccccc1Nc1nc(-c2ccccc2)c(C(=O)Nc2cccnc2)s1,-1.3,12.1,-6.2,0.5,-0.3,-4.3,4.5,92.0,0.8,-2.6

Continuation.
Molecule,Keap1-Nrf2 PPI,MOR-DOR inv ag,Arr AP2 block,C-LANA FP,Cardiac RTF inh,RTF Ca sens act,Wnt bcat act,DSG3 Ab inh,V-ATPase pH,MOR-DOR ag
Cc1nnc(NC(=O)CN2CC(C)OC(C)C2)s1 (centres undefined),-4.8,10.8,-32.7,-1.0,-5.7,-2.4,-0.4,110.0,1.0,-2.1
Cc1cccc(NC(=S)NCCc2ccc(F)cc2)c1C,-3.0,-9.3,1.0,-0.8,3.7,1.1,1.4,97.4,2.8,1.8
COc1ccc(-c2cc(C)no2)cc1S(=O)(=O)N(C)c1ccc(C)c(C)c1,0.3,15.9,48.0,-0.1,-3.2,-1.1,0.0,nt,-0.9,-3.1
O=C(NC(Cc1ccccc1)C(=O)O)/C(=C/c1ccc([N+](=O)[O-])cc1)NC(=O)c1ccccc1 (centres undefined),-7.3,-14.2,3.0,0.5,-17.2,5.3,-3.6,102.7,-2.9,2.2
CCCn1nc(CC(=O)OCC)c2ccccc2c1=O,-4.6,10.8,4.9,-0.4,1.9,-1.8,-1.5,96.6,-0.6,-1.9
O=C(NC12CC3CC(CC(C3)C1)C2)N1CC2Cc3cccc(=O)n3C(C2)C1 (centres undefined),6.6,1.1,14.8,0.0,-7.3,-2.7,-0.9,nt,-7.2,-0.2
COc1ccccc1/C=C/C1(C(=O)NC2CCCC2)CC(=O)N1c1ccccc1 (centres undefined),-6.6,11.2,2.5,-1.0,1.0,9.5,-0.4,88.2,-0.5,-2.1
COCc1cc(C)nc(Nc2ccccc2OC)c1C#N,3.3,-14.6,1.8,-1.2,-11.4,2.2,0.0,111.0,8.1,2.6
CCCN(CCC)C(=O)Cn1c(=O)n(CCCC(=O)NCc2ccco2)c(=O)c2sccc21,-4.7,10.8,15.7,-0.3,2.0,-1.1,1.9,100.8,-0.7,-2.0
CCN(CC(=O)NCc1cccs1)C(=O)c1cccc(S(=O)(=O)N2CCc3ccccc32)c1,-1.5,2.8,-10.6,-0.2,-5.3,0.3,-2.4,116.0,0.0,-0.6
CCOC(=O)CN1N=C(/C=C/c2ccc(OCC)cc2)CCC1=O,0.2,1.2,-1.9,-1.0,-4.7,-5.7,6.6,98.7,1.0,-0.2
Cc1ccsc1C1C=C(c2cccc(Br)c2)Nc2ncnn21 (centres undefined),6.8,10.6,0.4,19.9,-58.5,46.4*,nt,105.7,-1.5,-1.9
O=C(Nc1ccccc1)N1CCn2c1nc1ccccc12,-0.2,nt,2.4,-0.1,-9.6,-2.5,0.7,122.6,2.8,nt
CC1CCCCC12NC(=O)N(CC(=O)Nc1ccc(Cl)c(S(=O)(=O)N3CCOCC3)c1)C2=O (centres undefined),1.7,14.2,-6.2,0.4,5.5,-2.5,-0.6,106.8,-0.4,-2.7
CCOC(=O)Cc1c(C)nc(SC)[nH]c1=O,-1.5,13.8,-2.7,-2.3,-4.5,4.1,-0.6,80.3,-3.9,-2.7

The last 2 entries of the section above come first, to join the parts.
Molecule,Keap1-Nrf2 PPI,MOR-DOR inv ag,Arr AP2 block,C-LANA FP,Cardiac RTF inh,RTF Ca sens act,Wnt bcat act,DSG3 Ab inh,V-ATPase pH,MOR-DOR ag
CC1CCCCC12NC(=O)N(CC(=O)Nc1ccc(Cl)c(S(=O)(=O)N3CCOCC3)c1)C2=O (centres undefined),1.7,14.2,-6.2,0.4,5.5,-2.5,-0.6,106.8,-0.4,-2.7
CCOC(=O)Cc1c(C)nc(SC)[nH]c1=O,-1.5,13.8,-2.7,-2.3,-4.5,4.1,-0.6,80.3,-3.9,-2.7
CC(NC(=O)Cc1cccs1)c1ccncc1 (centres undefined),-2.3,5.0,2.8,-0.3,-1.2,2.7,nt,100.2,-1.1,-0.9
Cc1ccc2cc(C(c3nnnn3C(C)(C)C)N3CCCCCC3)c(=O)[nH]c2c1 (centres undefined),-0.3,-2.5,0.6,1.4,-12.0,-1.2,nt,110.2,-3.0,0.4
O=C(C1=C[C@@H](C2CCCCC2)C[C@@H](OCc2ccc(CO)cc2)O1)N1CCOCC1,-5.0,-17.7,3.0,1.3,-10.3,12.6,1.1,110.7,2.9,3.2
COc1nnc(-c2ccc(C)c(S(=O)(=O)N(C)C)c2)c2ccccc12,2.8,14.5,-14.5,0.8,-7.1,0.6,-0.8,113.0,-4.0,-2.8
COCCNc1nnc(SCC(=O)NNC(=O)c2ccc([N+](=O)[O-])cc2)s1,2.1,8.5,-4.5,-0.1,9.1,3.1,-1.1,96.9,3.6,-1.6
CCOc1cc2c(cc1O)CCC1C2CCC2(C)C(O)CCC12 (centres undefined),-1.4,-1.7,14.6,1.2,-13.2,-2.2,-5.6,nt,4.4,0.3
O=C(Nc1ccccc1Oc1ccsc1C(=O)O)c1ccccc1F,-6.0,16.3,7.0,-2.4,-6.1,-3.9,0.1,nt,-0.7,-3.5
O=S(=O)(c1ccc(NCCCO)nc1)N1CCOCC1,-1.3,1.3,26.9,-0.1,-24.7,-5.4,-0.4,118.5,-1.7,-0.2
CCN(CC(=O)Nc1ccccc1OC)C(=O)/C=C/c1cccs1,-2.4,10.3,2.0,1.3,-6.8,-8.5,3.5,103.4,-3.6,-1.6
CC/C(C)=N\NC(=O)CNC(=O)c1ccc(Cl)cc1Cl,1.8,3.5,7.5,-0.2,-23.1,-4.0,0.1,96.1,12.1*,-0.5
COC(=O)NNC(=O)c1ccccc1OC,-1.3,11.0,-6.1,-1.5,0.7,4.4,4.0,92.4,2.7,-2.1
COc1ccc(OCc2nnc(SCC(=O)N3CCCC3)o2)cc1,0.8,3.5,-3.8,1.0,-2.1,-8.2,0.7,111.7,-0.3,-0.5
COc1ccc(N2CCN(C(=O)CNC(=O)c3ccc4ccccc4c3)CC2)cc1,-2.9,1.7,-4.2,0.5,2.7,0.6,-9.9,nt,-3.8,-0.4
CCCC(=O)Nc1ccc(-c2csc(NNC(C)=O)n2)cc1,-4.8,13.6,5.3,-0.9,-1.5,9.1,-2.2,112.3,-2.0,-2.6
CCCOC(=O)c1ccc(NC(=O)/C=C/c2cccs2)cc1,-1.1,-26.3,-3.0,1.5,5.9,-13.2,22.7,79.8,-1.0,5.2

The list goes on:
Molecule,Keap1-Nrf2 PPI,MOR-DOR inv ag,Arr AP2 block,C-LANA FP,Cardiac RTF inh,RTF Ca sens act,Wnt bcat act,DSG3 Ab inh,V-ATPase pH,MOR-DOR ag
COc1ccc(/C=N/NC(=O)CCN2CCN(c3ccccc3)CC2)c(OC)c1OC,-4.1,9.8,0.8,2.2,-2.0,8.6,nt,106.1,-0.7,-1.8
CCCc1nc(SCC(=O)NCc2ccco2)c2c(=O)n(C)c(=O)n(C)c2n1,-11.5,11.7,3.1,1.8,-8.4,-7.1,-0.6,102.0,2.3,-2.0
CCC(CC)NC(=O)Cc1ccc(F)cc1,1.8,7.2,2.1,-1.7,-4.2,-0.4,-1.5,105.9,-1.2,-1.4
Cc1ccc(-c2noc(CCC(=O)NC3CCCc4ccccc43)n2)cc1 (centres undefined),0.4,4.9,18.9,0.8,-1.6,-7.7,-1.3,98.3,-1.3,-1.2
